# Ecoli WT expand – blocks growth of wild type E. coli BW25113. growth inhibition, % at 100 µM. 98,000 compounds, 0.15% hits. AID 710. OD600 absorbance;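 active = growth inhibition above about 50% at one test dose, limit read from the data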;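 note: growth measured after 20 h incubation at 37 °C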
# ERa coact inh – blocks coactivator binding to human estrogen receptor alpha; TR-FRET ER-alpha LBD / SRC-1 peptide, estradiol-bound; AID 629; inhibition, % at 25.6 µM; 86,000 compounds, 1.7% hits; in the data active = inhibition above about 50%;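 note: 0% = receptor plus peptide control and 100% = peptide only without receptor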
# ERb coact inh – ER-beta (human) coactivator binding inhibition | TR-FRET ER-beta LBD / SRC1-Cy5 peptide binding; receptor agonist-loaded with 1 µM estradiol | 86,000 compounds, 1.3% hits | inhibition, % at 25.6 µM;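 active = compounds whose percent inhibition of the receptor-coactivator binding signal exceeds about 50% in the single-dose screen, limit read from the data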;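 note: 0% = receptor plus peptide wells without compound and 100% = peptide-only wells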
# MT1-MMP txn act – MT1-MMP promoter transcription activation; activation factor at 10 µM; HT1080 MT1-MMP promoter luciferase reporter, luminescence, overnight; hits give high values; 86,000 compounds, 0.16% hits;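 active = activation factor of at least 2 for MT1-MMP transcription at 10 µM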
# FAK blocker – inhibitors of human focal adhesion kinase; Q05397; biochemical FAK kinase activity assay; inhibition, %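 (tested at 7 µM)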; 97,000 compounds, 0.84% hits; in the data active = inhibition above about 19%;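 note: 0% = DMSO and 100% = reference compound high control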
# Target sequence (Q05397 whole entry, looked up): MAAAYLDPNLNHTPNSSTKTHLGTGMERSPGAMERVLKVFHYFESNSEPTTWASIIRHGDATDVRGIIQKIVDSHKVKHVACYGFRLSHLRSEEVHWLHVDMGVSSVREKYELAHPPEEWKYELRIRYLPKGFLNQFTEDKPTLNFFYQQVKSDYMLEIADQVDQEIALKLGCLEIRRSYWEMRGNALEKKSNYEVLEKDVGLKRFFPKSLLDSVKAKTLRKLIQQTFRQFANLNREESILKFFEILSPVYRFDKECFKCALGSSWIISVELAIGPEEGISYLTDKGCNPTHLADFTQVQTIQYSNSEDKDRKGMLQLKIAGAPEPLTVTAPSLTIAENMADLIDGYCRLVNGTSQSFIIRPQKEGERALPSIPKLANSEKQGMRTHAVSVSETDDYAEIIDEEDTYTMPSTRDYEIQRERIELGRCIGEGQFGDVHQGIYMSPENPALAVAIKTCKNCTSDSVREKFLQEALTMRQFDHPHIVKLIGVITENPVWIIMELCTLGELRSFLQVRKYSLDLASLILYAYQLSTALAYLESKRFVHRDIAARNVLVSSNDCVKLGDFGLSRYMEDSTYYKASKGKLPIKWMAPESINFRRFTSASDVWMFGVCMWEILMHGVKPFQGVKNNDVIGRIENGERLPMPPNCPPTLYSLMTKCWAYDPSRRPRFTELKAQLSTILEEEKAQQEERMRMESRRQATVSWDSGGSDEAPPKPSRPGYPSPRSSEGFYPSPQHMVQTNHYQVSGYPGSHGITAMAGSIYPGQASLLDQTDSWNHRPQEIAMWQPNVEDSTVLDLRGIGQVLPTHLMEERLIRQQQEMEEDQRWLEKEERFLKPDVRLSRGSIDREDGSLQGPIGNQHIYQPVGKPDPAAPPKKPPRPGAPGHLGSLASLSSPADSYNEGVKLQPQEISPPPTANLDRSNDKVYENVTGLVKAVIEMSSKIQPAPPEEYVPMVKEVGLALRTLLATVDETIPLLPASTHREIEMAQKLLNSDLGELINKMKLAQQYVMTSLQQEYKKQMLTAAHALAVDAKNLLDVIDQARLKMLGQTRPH
# ERa coact pot – ER-alpha (human) coactivator binding potentiation; P03372; TR-FRET ERalpha-LBD/SRC-Cy5 coactivator binding, 2 h; 100 = basal binding, no effect; coactivator binding (% of control), % at 25.6 µM; 86,000 compounds, 1.3% hits; in the data active = activity above about 200%;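 note: binding measured in presence of low estradiol as agonist stimulus; 0% = peptide alone without receptor and 100% = receptor with peptide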
# Mac1 fbg enh – increases human CD11b/CD18 adhesion to fibrinogen | K562 CD11b/CD18 adhesion to fibrinogen, ATPlite luminescence | activation, % at 10 µM | 93,000 compounds, 0.07% hits | AID 1499;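 active = 10 µM primary screen giving 50% or more activity, confirmed by 40% or more on retest at that dose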; note: strong numbers were not always called active; reference of the scale not given here
# PLAP activator – activators of human placental alkaline phosphatase; AID 696; purified PLAP enzyme, luminescent substrate read-out; hits give high values; P05187; activation fold at 20 µM; 96,000 compounds, 1.2% hits; in the data active = activation fold above about 2
# Mac1 fbg inh – inhibitors of human CD11b/CD18 binding to fibrinogen. K562 CD11b/CD18 adhesion to fibrinogen, ATPlite luminescence; Mn2+ added to activate the integrin. inhibition, % at 10 µM. 93,000 compounds, 0.54% hits. AID 1497;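 active = primary inhibition of 50% or more at 10 µM, then 40% or more on retest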; note: some results filed as inactive read as strong as hits
# Numbers without * were called inactive; / = no result given; [ ] = remark or other dose.
SMILES,Ecoli WT expand,ERa coact inh,ERb coact inh,MT1-MMP txn act,FAK blocker,ERa coact pot,Mac1 fbg enh,PLAP activator,Mac1 fbg inh
COc1ccc(CCNC(=O)CSc2nc(N)c(C#N)c(-c3cccs3)c2C#N)cc1OC,-5.0,11.0,18.8[fluorescence artefact?],1.1,-5.7,111.9,1.2,0.9,-7.8
O=C(OCc1cnc(Cl)s1)c1cccc(Cl)c1,-1.0,/,/,/,9.3,/,-5.3,1.1,12.8
CC(=O)C1=C(O)C(=O)N(CCC(=O)O)C1c1ccccc1Cl (stereo unspecified),5.0,-8.2,-3.7,1.1,-0.7,116.1,0.0,0.9,-2.6
O=C(O)c1cc2ccc3ccccc3c2[nH]1,-1.0,19.0,20.9,1.3,-4.8,63.4[fluorescence artefact?],5.0,1.2,-4.3
CCN(CC)c1ccc(C2C(C(=O)Nc3ccccn3)=C(C)NC3=C2C(=O)CC(C)(C)C3)cc1 (stereo unspecified),-10.0,0.7,-1.6,1.1,1.8,108.7,5.3,1.3,-3.8
COC(=O)c1ccc(C(=O)OC)c(NC(=O)CSc2ccccn2)c1,-17.0,-8.6,6.7,1.2,-1.3,102.3,0.9,0.8,2.6
Cc1ccc(C(=O)c2c(NC(=O)c3ccncc3)sc3c2CCCC3)cc1,-7.0,/,/,/,5.5,/,9.3,1,12.9
Cc1cc(C(F)(F)F)nc(SCC(=O)NC2CC3CCC2C3)n1 (stereo unspecified),-1.0,-26.7,-7.9[fluorescence artefact?],1.1,-2.1,119.8,-1.4,1,-20.9
O=S(=O)(c1cccs1)N1CCN(Cc2ccccc2)CC1,-2.0,-17.6,-13.3,1.3,-0.6,108.4,-6.5,1,1.7
COC(=O)CN1C(=O)COc2ccc(Cl)cc21,/,11.8,24.3,1.2,/,73.8,/,/,/
COc1ccccc1NC(=S)NCCc1c[nH]c2ccccc12,8.0,/,/,/,4.1,/,-2.0,0.8,29.5
CCOC(=O)N1CCC(NC(=O)CCCN2C(=O)CSc3ncccc32)CC1,-4.0,-4.2,3.6,1.1,/,92.4,-4.2,1.2,2.3
COCNc1nc(OCC#N)nc(N(C)C)n1,1.0,-8.7,-13.5,1.1,6.0,112.6,1.6,1,-4.5
CC(C)(C)C(=O)/C=C(\N)c1ccncc1,1.0,-2.7,-5.8,1.1,-0.2,113.0,-0.7,0.9,3.6
Cc1cc(C)n2nc(S(=O)(=O)N(CC(C)C)CC(C)C)nc2n1,-1.0,-7.7,-13.2,1.1,/,115.7[fluorescence artefact?],0.7,0.9,-2.0
COc1nc(C)nc2c1sc1nc3c(cc12)COC(C)(C)C3,-3.0,-3.8,5.3,1.3,1.9,97.3,-4.4,1,-0.5
Nc1nnnn1/N=C/c1ccccc1OCc1ccc(Cl)cc1,/,-5.7,14.2,1.3,1.3,113.4,/,/,/
Cc1ccccc1NC(=O)CSc1nc(N)c(C#N)cc1C#N,0.0,4.7,25.1[fluorescence artefact?],/,0.6,81.4[fluorescence artefact?],-0.4,0.8,-3.0
C/C(=N\NC(=O)C1CC1c1ccccc1)c1cccc([N+](=O)[O-])c1 (stereo unspecified),2.0,/,/,/,3.7,/,4.5,0.9,-13.9
O=C(COc1ccc(Cl)cc1)N1CCCC1,/,4.9,-3.8,1.3,-1.2,113.9,/,/,/
Cc1cc(N2C(=O)CC(N3CCN(C(c4ccccc4)c4ccccc4)CC3)C2=O)no1 (stereo unspecified),5.0,-25.6,-17.1[fluorescence artefact?],1,-0.4,110.1,-1.7,1.5,-15.5
CC(=O)Nc1ccc(-c2cn3cccnc3n2)cc1,3.0,/,/,1.4,10.9,/,-2.9,0.9,1.5
O=C(Cc1cccc2ccccc12)N1CCCc2ccccc21,12.0,4.3,-9.0,1.2,-3.1,100.9,/,1.1,/
CCc1ccccc1N(CC(=O)N1CCN(c2ccc(F)cc2)CC1)S(C)(=O)=O,-3.0,-6.4,-0.6,1.1,-3.0,103.9,-0.2,1.6,7.0
CCOC(=O)c1sc(NC(=O)C(CC)Sc2nccn2C)nc1C (stereo unspecified),-4.0,-0.7,31.5,1.1,-2.1,114.2,-2.3,1.5,-2.5
CCCC(OC(=O)CC1Sc2ccccc2NC1=O)C(=O)NCc1ccco1 (stereo unspecified),0.0,20.8[fluorescence artefact?],15.8[fluorescence artefact?],1.1,-0.6,84.5,-1.3,1.2,5.0
CC1=CCC2C(=O)N(c3nc4ccccc4n3C)C(=O)C2C1 (stereo unspecified),2.0,-4.7,-3.2,1.2,-2.2,103.7,3.7,1.7,-9.4
CSc1ncccc1C(=O)OCC(=O)NC1CCS(=O)(=O)C1 (stereo unspecified),6.0,-4.1,-7.6,1.3,-0.1,108.9,-7.1,0.9,-3.5
Nc1cc(C(=O)O)ccc1N1CCCCC1,/,7.1,29.9,1.3,-1.1,36.2[fluorescence artefact?],/,/,/
Cc1nc2nc(C)c(CCC(=O)NC(C)c3ccc4c(c3)OCCO4)c(C)n2n1 (stereo unspecified),-6.0,2.1,10.7[fluorescence artefact?],1.2,-5.3,122.6,/,1,/
Nc1cc(N)nc(SCC(=O)NCC2CCCO2)n1 (stereo unspecified),-3.0,-0.2[fluorescence artefact?],-5.9[fluorescence artefact?],1,-4.5,120.0,0.5,0.9,-4.8
CCOc1ccc(NC(=O)CCN2CCN(c3ccccc3OC)CC2)cc1,5.0,-7.3[fluorescence artefact?],-8.4[fluorescence artefact?],1.2,-0.3,93.1,1.1,1.4,-1.8
c1ccc(-n2ncc3c(NCc4ccc5c(c4)OCO5)ncnc32)cc1,/,-24.8,-14.9,1.1,-2.4,111.2,/,/,/
c1ccc2c(CNCCN3CCOCC3)cccc2c1,-1.0,8.6,-1.9,1,-0.2,99.5,-2.4,1.2,-21.8
C(=N\n1cnnc1)/c1ccc(OC2CSC2)cc1,6.0,2.0,-2.5[fluorescence artefact?],1.1,-0.2,113.5,-1.6,0.9,-10.8
COC(=O)CC1SCCNC1=O (stereo unspecified),8.0,-4.3,4.5,1.1,1.0,101.7,-1.3,0.9,-23.1
FCCCOc1ccc(/C=N/OCc2ccc(Cl)cc2)cc1,0.0,/,/,/,0.5,/,-1.9,1.1,-11.3
COC(=O)c1ccccc1NC(=O)Cc1ccccc1OC,/,-10.1,0.2,1.4,-1.2,119.7,/,/,/
CC(=O)C1C(c2ccccc2OC(F)F)NC(=O)NC1(O)C(F)(F)F (stereo unspecified),-2.0,-9.1,6.7,1.2,-3.9,103.4,0.0,1,-15.3
CCS(=O)(=O)N1CCN(C(=O)c2cccnc2)CC1,-4.0,-10.0,13.9,/,0.1,114.2,-2.1,0.8,7.6

# Whole records, quoted from the list. Screens in order: Ecoli WT expand, ERa coact inh, ERb coact inh, MT1-MMP txn act, FAK blocker, ERa coact pot, Mac1 fbg enh, PLAP activator, Mac1 fbg inh
# Record of CCOc1ccc(NC(=O)CCN2CCN(c3ccccc3OC)CC2)cc1 = 5.0, -7.3[fluorescence artefact?], -8.4[fluorescence artefact?], 1.2, -0.3, 93.1, 1.1, 1.4, -1.8
# Record of C(=N\n1cnnc1)/c1ccc(OC2CSC2)cc1 = 6.0, 2.0, -2.5[fluorescence artefact?], 1.1, -0.2, 113.5, -1.6, 0.9, -10.8
# Record of CC(=O)C1C(c2ccccc2OC(F)F)NC(=O)NC1(O)C(F)(F)F (stereo unspecified) = -2.0, -9.1, 6.7, 1.2, -3.9, 103.4, 0.0, 1, -15.3
# Record of c1ccc(-n2ncc3c(NCc4ccc5c(c4)OCO5)ncnc32)cc1 = /, -24.8, -14.9, 1.1, -2.4, 111.2, /, /, /
# Record of COC(=O)c1ccccc1NC(=O)Cc1ccccc1OC = /, -10.1, 0.2, 1.4, -1.2, 119.7, /, /, /

# (cont.)
SMILES,Ecoli WT expand,ERa coact inh,ERb coact inh,MT1-MMP txn act,FAK blocker,ERa coact pot,Mac1 fbg enh,PLAP activator,Mac1 fbg inh
CCOC(=O)C(CC(C)C)CP(=O)(O)CNC(=O)OCc1ccccc1 (stereo unspecified),6.0,-7.2,-9.2,1.1,3.3,117.4,-3.3,1.6,-23.8
CCC(=O)/C=C1/Sc2ccccc2N1CC,/,-11.0,-2.5[fluorescence artefact?],1,-0.9,118.4[fluorescence artefact?],/,/,/
COc1ccc(OC)c(N2CC(O)=C(c3nc4ccccc4s3)C2=N)c1,-16.0,-1.6,-3.5[fluorescence artefact?],1.1,3.7,95.2,/,2*,/
Cc1ccc(C(=O)Nc2sc3c(c2C(=O)NCc2ccco2)CCCC3)cc1,-3.0,7.1[fluorescence artefact?],9.6[fluorescence artefact?],1.2,-2.0,141.4,36.6,1.2,3.7
CCCC(C)C(=O)Nc1nc(C)c(-c2csc(Nc3cc(Cl)ccc3C)n2)s1 (stereo unspecified),-4.0,/,/,/,4.2,/,22.2,1,-33.6
O=C(O)C1CC(=O)N(CCOc2ccccc2)C1 (stereo unspecified),-5.0,-6.3,-1.9[fluorescence artefact?],1,-6.0,129.9,-0.6,0.9,-5.5
COc1ccc(C2C(C(C)=O)=C(C)N=c3s/c(=C/c4ccc5c(c4)OCO5)c(=O)n32)cc1 (stereo unspecified),-16.0,17.2,33.6,/,-1.3,86.8,95.6,1.3,-16.6
CCOc1cc(C)c(Cl)cc1S(=O)(=O)n1nnc2ccccc21,-28.0,6.8,-9.4,1.2,1.1,85.6,-0.1,1,36.4
CC1(C)CC(NC(=O)c2ccc3c(c2)OCO3)CC(C)(C)N1,6.0,-3.0,-7.5,1.1,-8.5,101.9,-2.5,0.9,-8.9
Cc1ccc(NC2=CC(=O)C(=O)c3ccccc32)cc1,/,-7.5[fluorescence artefact?],3.9[fluorescence artefact?],1.9,25.7*,108.8[fluorescence artefact?],/,/,/
O=C(NC1CCCCC1)n1c(=O)oc2ccc(Cl)cc21,13.0,-2.7,-3.0,1.2,0.3,100.4,-0.5,0.8,-15.1
Cc1ccc(NC(=O)CS(=O)CC(=O)N(CC(=O)NC2CCCC2)c2cccc(C)c2C)cc1 (stereo unspecified),10.0,5.6,5.4,1.1,-2.0,102.8,-1.8,1.8,3.1
CCc1ccc(N=C2N=C(N)c3ccccc32)cc1,10.0,15.4[fluorescence artefact?],3.5[fluorescence artefact?],1.2,0.1,97.1,-4.7,1.3,44.3
CCC(C)NC(=O)CSC1=Nc2ccccc2C2=NC(CC(=O)NCc3ccccc3)C(=O)N12 (stereo unspecified),-16.0,8.2[fluorescence artefact?],-4.5[fluorescence artefact?],1,1.0,123.8,/,/,/
CCN(CC)c1ccc(Nc2nc(N3CCOCC3)c3ccccc3n2)cc1,7.0,4.3,1.6,1.3,15.0,75.0[fluorescence artefact?],-2.5,1.1,65.2*
Cc1ccc(Cn2nc(C)c(NC(=O)C3(C)CC3(Br)Br)c2C)cc1 (stereo unspecified),/,-10.6,-5.5,1.2,0.7,112.8,/,/,/
COc1cccc(/C(O)=C2/C(=O)C(=O)N(c3ccccn3)C2c2ccc(OC)c(OC)c2)c1 (stereo unspecified),3.0,-7.8,-7.2,1,-4.5,133.0,/,1,/
Cc1cc(NC(=O)CCC(=O)N(Cc2ccco2)C(C)(C)C(=O)NC2CCCCC2)no1,/,-7.4,-0.9,1.2,0.5,94.5,/,/,/
Cc1c(C(=O)O)oc2c3c(ccc12)OCCO3,0.0,-2.1,-4.8,1.2,-4.3,104.0,5.9,1,-16.1
O=C(COc1c(F)c(F)c(C(F)(F)F)c(F)c1F)Nc1ccc(N2CCOCC2)c(Cl)c1,-21.0,1.1,-5.4,1.1,-2.8,116.0,-0.2,1.1,17.3
Cc1ccccc1N(CC(=O)NCCc1ccccc1)C(=O)c1ccc(N2CCCC2)nc1,-8.0,-1.0,-3.8,1.2,1.4,105.8,-2.0,1.6,-2.6
COc1ccc(OC)c(/C=c2\sc3nc(-c4cccs4)nn3c2=O)c1,-9.0,39.0[fluorescence artefact?],17.5[fluorescence artefact?],1.2,-0.2,73.8[fluorescence artefact?],13.3,1.3,10.3
Cc1onc(-c2ccccc2)c1C(=O)Nc1nnc(N(C)Cc2ccccc2)s1,-11.0,-1.6,-5.0,1,-3.2,132.4,-1.8,1.2,-3.0

# Compound activity: PubChem, several laboratories

# Random draw from the library. About 5.1% of those tested had a hit in this group.
